IEC-6 tox: kills IEC-6 intestinal cells in KLF5 counter-screen; inhibition, % at 5 µM; actives 0.78% (n = 290,000); IEC-6 cytotoxicity, luminescence viability; in the data active means inhibition above about 22%;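 further: 0% = plate median of test compound wells and 100% = cytotoxic reference compound wells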
HIF activator: HIF pathway transcriptional activation; AID 1910; activation, % at 7.5 µM (by protocol); U2OS HRE-luciferase reporter, luminescence; normalized: DMSO 0%, desferrioxamine 100%; actives 0.32% (n = 300,000);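 active means mean activation of at least 10% of the iron chelator positive control signal, with at least half of replicates also reaching 10%; inconclusive means mean and replicate majority disagree about reaching 10%; inactive means mean and most replicates under 10%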
HSP90 inh: HSP90 refolding inhibition in rabbit reticulocyte lysate; actives 0.91% (n = 290,000); inhibition, % at 5.6 µM; luciferase refolding luminescence, 3 h;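 active means inhibition above the screen-wide mean plus 3 SD, computed separately per campaign, cut at about 16% in these data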;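 further: 0% = DMSO wells and 100% = 60 µM geldanamycin wells; inhibitors lower the luminescence because luciferase stays unfolded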
GSK3 alpha inh: human GSK-3 alpha kinase inhibition. P49840. ADP-Glo luminescence, 60 min. inhibition, % at 10 µM. actives 0.1% (n = 320,000);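 in the data active means inhibition above about 50%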;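 further: GST-tagged GSK-3 alpha with peptide substrate and 25 µM ATP; 0% = DMSO neutral wells and 100% = GW8510 positive control wells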
Target sequence (P49840 whole entry, looked up): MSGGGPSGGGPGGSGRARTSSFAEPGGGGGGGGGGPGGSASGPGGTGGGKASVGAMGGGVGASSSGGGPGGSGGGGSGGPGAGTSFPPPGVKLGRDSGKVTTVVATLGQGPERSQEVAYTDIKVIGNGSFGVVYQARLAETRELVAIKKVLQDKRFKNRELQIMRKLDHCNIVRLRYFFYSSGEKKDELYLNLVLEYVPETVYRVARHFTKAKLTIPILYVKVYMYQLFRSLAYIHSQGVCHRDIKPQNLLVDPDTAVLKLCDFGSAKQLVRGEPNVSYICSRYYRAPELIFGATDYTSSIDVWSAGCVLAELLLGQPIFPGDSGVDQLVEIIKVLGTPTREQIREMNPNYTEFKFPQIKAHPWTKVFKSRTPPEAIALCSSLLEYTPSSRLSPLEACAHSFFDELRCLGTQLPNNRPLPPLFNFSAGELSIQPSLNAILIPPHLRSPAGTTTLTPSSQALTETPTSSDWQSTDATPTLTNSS
AI-2 QS modul: modulates the Vibrio harveyi AI-2 quorum sensing system. Vibrio harveyi JMH597 AI-2 luminescence/OD600 ratio, 9 h; hits give low values; strain lacks LuxN and CqsS sensors; 0 = neutral-control median. activity change, % at 7.5 µM. actives 0.4% (n = 300,000). AID 2094; in the data active means activity change below about -75%, passing the limit was not always enough; inconclusive means no clear call, values can overlap the other calls;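 further: luminescence divided by OD600 gain over 9 h not by final OD600 alone; inactives centre near 13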
HSF1 activator: increases HSF-1 driven luciferase reporter signal; NIH3T3-HGL HSF-1 luciferase reporter, MG132, 8 h; 100% = twice DMSO control signal; activation, % at 9 µM; actives 1.7% (n = 300,000);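 active means mean replicate activation of at least 50% with a set share of replicates each reaching 50%; inconclusive means only one of those two conditions met; inactive means mean below 50% and too few replicates reaching it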;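 further: 0% = median of the neutral control wells and 100% = twice that signal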
aSyn 5UTR inh: 5' untranslated region of α-synuclein, MLPCN primary screen; alpha-synuclein 5'UTR reporter, inhibitor activity; inhibition, % (tested at 7.5 µM); actives 0.82% (n = 300,000); AID 1813; in the data active means inhibition above about 60%; inconclusive means no clear call, values can overlap the other calls;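 further: H4 neuroglioblastoma cells stably carrying SNCA 5'UTR luciferase fusion; 0% = DMSO wells and 100% = positive control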
GSK3beta inhib: inhibitors of human GSK3beta kinase; P49841; GST-GSK3beta kinase, ADP-Glo luminescence, 60 min; hits give low values; activity score (negative = inhibition), % at 10 µM; actives 0.038% (n = 300,000); AID 2097;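 active means more than half of replicate wells score below -50%, meaning over 50% inhibition versus plate controls; inconclusive means some replicates but at most half score below -50%; inactive means no replicate scores below -50%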;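 further: 0% = median DMSO wells and -100% = median GW8510 positive control wells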
Target sequence (P49841 whole entry, looked up): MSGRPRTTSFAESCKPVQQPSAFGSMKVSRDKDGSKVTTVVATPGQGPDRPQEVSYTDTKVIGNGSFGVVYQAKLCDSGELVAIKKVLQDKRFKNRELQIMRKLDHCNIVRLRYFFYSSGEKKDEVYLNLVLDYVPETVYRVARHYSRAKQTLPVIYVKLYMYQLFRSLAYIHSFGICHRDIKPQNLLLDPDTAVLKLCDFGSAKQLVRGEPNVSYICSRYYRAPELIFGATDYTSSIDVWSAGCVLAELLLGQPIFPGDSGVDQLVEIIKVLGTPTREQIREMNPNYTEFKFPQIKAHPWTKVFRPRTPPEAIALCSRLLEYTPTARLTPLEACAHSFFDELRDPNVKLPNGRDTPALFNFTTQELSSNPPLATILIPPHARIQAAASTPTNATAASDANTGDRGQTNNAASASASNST
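Test system: GST-fused GSK3beta enzyme, cell-free | Quantity: 1.6 ng GST-GSK3beta enzyme per well | Reagent: 25 µM ATP with peptide substrate | Schedule: 60 min enzyme reaction, room temperature | Signal: Luminescent ADP-Glo measurement of ADP formed | Read-out basis: Score relative to plate controls | Control set: DMSO and 20 µM GW8510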
HSF1 inh: HSF1 inhibition; NIH3T3-HGL HSE-luciferase, MG132-induced, luminescence 8 h; hits give low values; activity change, negative = inhibition, % at 7.5 µM (by protocol); actives 0.77% (n = 300,000); AID 2098;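 active means more than half of replicate wells show activity change below -50%, luminescence cut by over half; inconclusive means some wells, but at most half, below -50%; inactive means no replicate well below -50%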;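 further: luciferase reports HSF-1 transcriptional activity via heat shock element; 0% = median of DMSO wells and -100% = zero luminescence signal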
KLF5 inh: kruppel-like factor 5 inhibition; DLD-1 KLF5 promoter-luciferase reporter, luminescence; inhibition, % at 5 µM; AID 1700; actives 0.23% (n = 290,000);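 active means inhibition above a per-plate limit of that plate's mean compound inhibition plus 3 SD, cut at about 60% in these data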;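 further: 0% = DMSO wells and 100% = LY294002 at 200 µM; higher means less KLF5 promoter-driven luciferase light; inactives centre near -14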
Numbers without * were called inactive; u = inconclusive; x = not tested or not shown.

SMILES | IEC-6 tox | HIF activator | HSP90 inh | GSK3 alpha inh | AI-2 QS modul | HSF1 activator | aSyn 5UTR inh | GSK3beta inhib | HSF1 inh | KLF5 inh
Cc1cccc(N2CCN(C(=O)c3cnn4c(C(F)F)cc(-c5ccccc5)nc34)CC2)c1C | -10 | -0.2 | 2 | x | 23 | -8 | 18 | 0 | -3 | -14
CCCC(=O)Nc1ccc(NC(=O)c2ccccc2Cl)nc1 | 2 | 2.0 | -3 | -1 | -14 | 3 | -76 | -1 | 5 | -35
COC(=O)c1sc(-c2ccccc2)cc1NC(=O)c1ccccc1 | 1 | -0.2 | 2 | -2 | 15 | -7 | -48 | 0 | -10 | -17
O=S(=O)(Nc1ccccc1N1CCCCC1)c1ccc(Cl)s1 | -5 | 0.6 | -5 | 1 | 27 | 6 | -13 | -21 | 5 | -4
O=c1[nH]cc(S(=O)(=O)N2CCN(c3cccc(Cl)c3)CC2)c(=O)[nH]1 | x | -7.4 | x | -1 | 8 | -13 | -5 | 2 | -14 | x
CCC(=O)Nc1nc2ccccc2n1Cc1ccc(Cl)cc1 | 12 | 0.2 | 0 | -1 | 3 | -5 | 72* | 1 | -1 | -10
CC(C)[C@H](NC(=O)NCc1ccco1)C(=O)O | 4 | 0.2 | 3 | 2 | 5 | 3 | -13 | 1 | -10 | 2
COc1ccc(CNS(=O)(=O)c2ccc3c(c2)N(C)CCO3)cc1 | -2 | 0.4 | -4 | 0 | 18 | 6 | 3 | 1 | 5 | -41
Cc1ccc(OCC(=O)N/N=C/c2cccnc2)cc1C | -3 | -0.4 | 0 | 10 | -8 | 14 | 8 | -2 | -2 | -17
CC#CCN1c2ccccc2[C@]23C[C@@H](C(=O)OC)N(C(=O)NC(C)(C)C)C2=NC(C(=O)OC)=C(C(=O)OC)[C@H]13 | x | -0.8 | x | -24 | 18 | -5 | 20 | -1 | 4 | x
c1cncc(C(c2nnnn2C2CCCCC2)N2CCN3CCCC3C2)c1 (stereo not drawn) | -6 | x | -2 | 1 | x | x | x | x | x | -2
COc1cccc(N=c2oc3cc(O)ccc3cc2C(=O)NCC2CCCO2)c1 (stereo not drawn) | 1 | 1.9 | 1 | -2 | 16 | 36 | 14 | -6 | 31 | -45
O=C(c1ccc(Cl)s1)N1CCCC(N2CCN(c3ccc(F)cc3)CC2)C1 (stereo not drawn) | 8 | 0.6 | -3 | -2 | 5 | -2 | -24 | 1 | 3 | -12
O=C(CN(Cc1ccccc1)S(=O)(=O)c1ccccc1)N/N=C/c1ccc([N+](=O)[O-])cc1 | -5 | -0.3 | -1 | -2 | 26 | 6 | 8 | -4 | 5 | -16
COC(=O)c1cn(C(=O)OC)c2ccccc12 | -4 | -23 | -3 | 3 | -9 | 0 | 11 | -11 | -2 | 8
O=C(NCCc1nnc2ccc(SCC(=O)N3CCCC3)nn12)c1ccccc1 | 0 | 0.3 | 2 | 0 | 30 | 2 | -5 | 1 | -4 | -16
O=C(N/N=C/c1ccncc1)NC12CC3CC(CC(C3)C1)C2 | 1 | -0.8 | 0 | 1 | 16 | -2 | 11 | -1 | -10 | -31
COc1cccc(C(=O)NC2CCN(CC(=O)Nc3nccs3)CC2)c1 | 1 | 0.3 | -3 | -2 | 8 | 9 | 27 | -3 | 0 | -17
NC(=O)N/N=C/c1sc(=O)n(-c2ccccc2)c1Cl | 1 | 0.4 | -4 | 3 | 11 | 8 | -46 | 1 | 0 | -20
Cc1ccc(CNC(=O)CCC(=O)N2CC(C)Oc3ccc(Cl)cc32)cc1 (stereo not drawn) | 6 | -0.2 | 0 | -1 | 19 | 18 | -2 | 8 | 2 | -18
Cc1ccc(OCC(=O)Nc2nnc(-c3ccco3)s2)cc1 | 1 | 0.0 | 4 | 7 | 16 | 2 | -12 | -1 | 2 | -7
O=C(O)C1(c2ccccc2)CCC(Nc2ccccc2)C1 (stereo not drawn) | 3 | -2.1 | -3 | -4 | 23 | 1 | 26 | 2 | 0 | -13
O=C(Oc1ccc(Br)cc1)c1cncc(Br)c1 | 1 | 0.0 | -4 | 0 | -5 | -5 | 9 | 2 | -7 | -11
CC1(C)CC[C@]2(C(=O)O)CC[C@]3(C)C(=CCC4[C@@]5(C)CC[C@H](O)C(C)(C)C5[C@H](O)C[C@]43C)[C@@H]2C1 (stereo partly drawn) | x | 0.2 | x | -3 | 18 | 8 | -4 | 3 | 1 | x
COc1ccccc1/C=N/NC(=O)CC(=O)NCCc1ccccc1 | x | -0.1 | x | 0 | 11 | 13 | -16 | 0 | -9 | x

In the list so far, three have a thiophene ring, fused or not.
SMILES | IEC-6 tox | HIF activator | HSP90 inh | GSK3 alpha inh | AI-2 QS modul | HSF1 activator | aSyn 5UTR inh | GSK3beta inhib | HSF1 inh | KLF5 inh
COC(=O)c1sc(-c2ccccc2)cc1NC(=O)c1ccccc1 | 1 | -0.2 | 2 | -2 | 15 | -7 | -48 | 0 | -10 | -17
O=S(=O)(Nc1ccccc1N1CCCCC1)c1ccc(Cl)s1 | -5 | 0.6 | -5 | 1 | 27 | 6 | -13 | -21 | 5 | -4
O=C(c1ccc(Cl)s1)N1CCCC(N2CCN(c3ccc(F)cc3)CC2)C1 (stereo not drawn) | 8 | 0.6 | -3 | -2 | 5 | -2 | -24 | 1 | 3 | -12

Of the compounds above, these have an aryl methoxy group.
SMILES | IEC-6 tox | HIF activator | HSP90 inh | GSK3 alpha inh | AI-2 QS modul | HSF1 activator | aSyn 5UTR inh | GSK3beta inhib | HSF1 inh | KLF5 inh
COc1ccc(CNS(=O)(=O)c2ccc3c(c2)N(C)CCO3)cc1 | -2 | 0.4 | -4 | 0 | 18 | 6 | 3 | 1 | 5 | -41
COc1cccc(N=c2oc3cc(O)ccc3cc2C(=O)NCC2CCCO2)c1 (stereo not drawn) | 1 | 1.9 | 1 | -2 | 16 | 36 | 14 | -6 | 31 | -45
COc1cccc(C(=O)NC2CCN(CC(=O)Nc3nccs3)CC2)c1 | 1 | 0.3 | -3 | -2 | 8 | 9 | 27 | -3 | 0 | -17
COc1ccccc1/C=N/NC(=O)CC(=O)NCCc1ccccc1 | x | -0.1 | x | 0 | 11 | 13 | -16 | 0 | -9 | x

The listing continues.
SMILES | IEC-6 tox | HIF activator | HSP90 inh | GSK3 alpha inh | AI-2 QS modul | HSF1 activator | aSyn 5UTR inh | GSK3beta inhib | HSF1 inh | KLF5 inh
CCCCN1C(=O)/C(=C/C=C2\N(C)c3ccccc3C2(C)C)SC1=S | 1 | -0.9 | 0 | 1 | 19 | -2 | 23 | -4 | -4 | 1
CCOC(=O)c1ccc(NC(=O)C2(c3ccc(OC)cc3)CCOCC2)cc1 | -4 | 2.0 | -1 | -8 | 0 | -3 | 3 | -3 | 3 | 1
COC(=O)COc1cc2ccccc2cc1C(=O)Nc1ccccc1 | 2 | -0.4 | 0 | 1 | 48 | 34 | 16 | 0 | 9 | -33
C#CCNc1nc(CC)nc2c1nnn2Cc1ccccc1F | -2 | -0.4 | -1 | 1 | 7 | -4 | 24 | 4 | 9 | 17
C=CCNC(=O)c1cnc(-c2ccccc2)nc1-c1ccccc1 | -5 | -1.1 | 0 | -2 | 9 | -19 | 5 | 5 | 3 | -16
CCC(C)NC(=O)CSc1nnc(-c2c[nH]c3ccccc23)o1 (stereo not drawn) | 0 | 0.0 | 17* | -1 | 25 | 0 | -11 | 0 | 1 | -6
CCOC(=O)C1CCN(Cc2ccccc2C(F)(F)F)CC1 | -3 | 0.3 | -1 | -1 | 2 | -9 | 31 | -3 | -2 | 22
CCCn1c(SCC(=O)c2ccc3c(c2)OCCO3)nnc1-c1ccco1 | -2 | -3.2 | 1 | 0 | 30 | 2 | 8 | -3 | -4 | -22
O=C(/C=C/c1ccc(F)cc1)Nc1ccc2[nH]c(=O)[nH]c2c1 | -4 | 0.6 | -2 | -1 | 10 | 25 | -4 | -4 | 13 | -5
CN(C)CCCNC(=O)c1ccc(Oc2ccccc2)cc1 | 3 | 0.0 | 7 | 6 | 7 | -7 | -15 | 1 | -10 | -40
Cc1nonc1CC(=O)N1CCCC(C(=O)c2cccc(C(F)(F)F)c2)C1 (stereo not drawn) | 4 | 0.1 | 1 | -1 | 6 | -11 | 17 | 2 | -2 | -5
Cc1ccc(S(C)(=O)=O)cc1C(=O)NC(C)C1CC2CCC1C2 (stereo not drawn) | 2 | -0.2 | -4 | 0 | 23 | 4 | 3 | 3 | 3 | -25
O=S(=O)(c1ccc(Cl)cc1)N1CCN(C2CCN(Cc3ccccc3)CC2)CC1 | 1 | -1.0 | -1 | 0 | 16 | -14 | 15 | 1 | -3 | -30
COc1ccc(NC(=O)CNC(=O)c2ccco2)cc1 | 2 | 2.2 | 1 | -2 | 2 | 9 | -42 | 2 | 8 | -76
CC(C)[C@H](NC(=O)NCCc1ccc(Cl)cc1)C(=O)O | 3 | -0.3 | 2 | -2 | 11 | -9 | 9 | -4 | -6 | 8
COc1ccc(NC(=S)NC(C)C(c2ccccc2)N2CCOCC2)cc1 (stereo not drawn) | -4 | -1.0 | 2 | -3 | 15 | 13 | 12 | -1 | 8 | -12
COc1ccc(CN(Cc2cccn2C)S(=O)(=O)c2cccc(C(F)(F)F)c2)cc1 | -3 | -0.4 | -4 | 0 | 4 | 16 | -4 | -1 | 4 | -25
COCCn1c(SCC(=O)NC(C)c2ccc(F)cc2)nc2ccccc21 (stereo not drawn) | 0 | -0.1 | 3 | -2 | 29 | 2 | 12 | -1 | 1 | -10
Brc1ccc(-c2cn3cccnc3n2)cc1 | 4 | x | 2 | 2 | x | x | x | x | x | -44
CCC1CCCCN1CCCNC(=O)CCCNC(=O)Cn1cnc2sc3c(c2c1=O)CCCC3 (stereo not drawn) | -2 | -0.6 | 0 | 0 | 14 | 23 | 7 | 0 | -1 | 4
Nc1cccc(-c2nc3cc(S(=O)(=O)c4ccc5oc(-c6cccc(N)c6)nc5c4)ccc3o2)c1 | -2 | 0.0 | -8 | 1 | 12 | -3 | 9 | -1 | 7 | -35
COC(=O)c1cc(OC)c(OC)cc1NC(=S)N1CCC(C(N)=O)CC1 | 3 | 1.8 | -1 | -4 | 25 | -14 | 11 | 2 | -3 | -18
COC(=O)CNC(=O)CSc1nnc2cc(C)c3ccccc3n12 | -3 | u | -1 | 0 | 46 | 26 | 3 | 3 | 16 | 3
COC(=O)c1ccc(CN2CCCC(C(=O)Nc3ccc(-c4ccn[nH]4)cc3)C2)cc1 (stereo not drawn) | 2 | 0.5 | -2 | 0 | 24 | -15 | 4 | 2 | 0 | -1
COc1ccc(Nc2nc(C)cc(C)c2C(N)=O)cc1OC | 7 | 1.9 | -1 | -3 | x | -2 | 3 | x | -3 | -11
COc1ccc(C(=O)c2sc(Nc3ccccc3)nc2N)cc1OC | -6 | 2.6 | -4 | 90* | 8 | -6 | 32 | 1 | -5 | -18
CC(C)c1ccc(C(O)P(=O)(OCc2ccccc2)c2ccc(N(C)C)cc2)cc1 (stereo not drawn) | -10 | -0.3 | 1 | 2 | 21 | 49 | -3 | 1 | 34 | -4
